Compound activity: PubChem BioAssay, several laboratories
STAT1 activator – increases IFN-gamma driven STAT1 reporter signal. NIH 3T3 STAT1-luciferase reporter, luminescence; 100% = IFN-gamma alone, no compound. activation (% of control), % at 5.5 µM. actives 2.6% (n = 200,000). AID 932;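 active means activation above the screen-wide mean activation plus 3 SD, cut at about 130% in these data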;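 further: raw ratio to IFN-gamma control signal so 100% means no change and 0% no light; values of inactives mirror those of a sister screen read the other way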
G6PDH counter – counter-screen for G6PDH assay hits: L. mesenteroides G6PDH inhibition | actives 0.12% (n = 200,000) | AID 1020 | inhibition, % at 5 µM | Purified L. mesenteroides G6PDH, diaphorase/resazurin coupled fluorescence, 45 min; in the data active means inhibition above about 50%
APP 5'UTR act – activates APP 5'UTR luciferase reporter; SH-SY5Y APP 5'UTR luciferase reporter, luminescence; zero percent = DMSO vehicle wells; activation, % at 2 µM; actives 1% (n = 190,000); AID 1276;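 active means activation above a set limit, based on mean plus 3 SD of controls, cut at about 140% in these data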; further: values of inactives mirror those of a sister screen read the other way
FLuc inh counter – inhibits firefly luciferase, flagging false hits in luciferase inhibition screens. ATPLite firefly luciferase biochemical luminescence, 10 min. inhibition, % at 10 µM. actives 1.5% (n = 200,000). AID 1006;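 active means inhibition above about 50% when tested at 10 µM, limit read from the data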
Target sequence (P08659 whole entry, looked up): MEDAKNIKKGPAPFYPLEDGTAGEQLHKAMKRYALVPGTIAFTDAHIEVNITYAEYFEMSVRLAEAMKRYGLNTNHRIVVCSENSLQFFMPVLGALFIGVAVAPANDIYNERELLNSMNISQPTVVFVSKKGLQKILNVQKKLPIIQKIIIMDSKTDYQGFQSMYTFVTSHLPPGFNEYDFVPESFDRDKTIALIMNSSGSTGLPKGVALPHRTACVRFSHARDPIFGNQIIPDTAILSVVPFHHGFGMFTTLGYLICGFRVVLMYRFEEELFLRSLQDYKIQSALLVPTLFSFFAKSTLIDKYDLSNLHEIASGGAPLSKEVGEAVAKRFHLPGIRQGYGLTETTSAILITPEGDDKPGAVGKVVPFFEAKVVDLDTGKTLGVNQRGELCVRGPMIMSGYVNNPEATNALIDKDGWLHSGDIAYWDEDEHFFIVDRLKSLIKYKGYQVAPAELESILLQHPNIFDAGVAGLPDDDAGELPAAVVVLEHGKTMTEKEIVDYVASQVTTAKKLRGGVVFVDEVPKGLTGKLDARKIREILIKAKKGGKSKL
Efa HMGR inh – E. faecalis class II HMG-CoA reductase inhibition; inhibition, % at 10 µM; AID 1066; actives 0.41% (n = 190,000); purified E. faecalis HMGR, NADPH absorbance 340 nm kinetic;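 active means inhibition above a set limit, the median over all tested compounds plus 3 SD, cut at about 9.5% in these data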;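 further: enzyme runs in reverse so mevalonate oxidation gives rising NADPH absorbance; 0% = complete reaction with DMSO and 100% = background rate lacking mevalonate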
APP transl inh – APP translation inhibition. SH-SY5Y APP 5'UTR-luciferase reporter, luminescence. inhibition, % at 2 µM. actives 0.82% (n = 190,000). AID 1285;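 active means inhibition above a set limit, derived from the sample mean plus 3 SD, cut at about 45% in these data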; further: values of inactives mirror those of a sister screen read the other way
FLuc act counter – affects firefly luciferase, flagging false hits in luciferase stimulation screens. ATPlite luciferase biochemical, luminescence, 10 min; 0 = ATP-free wells, 1 = DMSO control. activation factor at 10 µM. 200,000 tested, under 10 active. AID 1027;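 active means luciferase activation factor, scaled between plate controls, of at least 2 with compound at 10 µM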
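Assay system – cell-free luciferase reagent · Medium – PBS-based ATP solution · Dosing – test compounds dosed from 2 mM stocks in 100% DMSO · Timing – 10 min, room temperature · Technique – light output (luminescence) · Measure – luminescence gain marking luciferase activators · Controls – No-ATP low control, compound-free enzyme-plus-ATP high control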
DTT redox prof – compounds producing H2O2 with reducing agent – biochemical, NIH compound library profiling, artefact control for MLSCN library redox annotation, primary screen. DTT-dependent redox cycling H2O2, phenol red/HRP absorbance; 100% = 100 µM peroxide control, 0% = buffer. activation, % at 10 µM. actives 0.03% (n = 200,000);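 active means activation of at least 50% relative to the plate's high and low controls in the primary single-dose screen; inactive means activation below 50%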;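 further: compound incubated with DTT at 0.8 mM final as the reducing agent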
NF-kB neuron act – NF-kB expression increase, human neuronal cells. NF-kB reporter expression; hits give high values. fold change at 12.5 µM. actives 1.6% (n = 190,000). AID 1239; in the data active means fold change above about 3.3
Hsp70 act – Hsp70 transcriptional activation, primary screen | HeLa Hsp70 promoter luciferase reporter, luminescence; scaled: vehicle 0, proteasome-inhibitor control 100% | activation, % at 10 µM | actives 0.04% (n = 200,000) | AID 1203;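 active means activation above the mean across all tested compounds plus 3 SD, cutoff set per campaign, cut at about 5.5% in these data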;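 further: 100% = MG132 at 30 µM as the positive control and 0% = DMSO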
An asterisk follows results filed as active; . = not tested or not shown.

Preview (2 entries):
SMILES | STAT1 activator | G6PDH counter | APP 5'UTR act | FLuc inh counter | Efa HMGR inh | APP transl inh | FLuc act counter | DTT redox prof | NF-kB neuron act | Hsp70 act
O=C(NC(Nc1ncc(S(=O)(=O)c2ccc([N+](=O)[O-])cc2)s1)(C(F)(F)F)C(F)(F)F)c1ccc(Cl)cc1 | 91 | 8 | 12 | -7 | -2 | -12 | 1.1 | -0.2 | 0.83 | -0.4
O=C(CCN1C(=O)C2C3C=CC(C3)C2C1=O)Nc1ccc2c(c1)OCO2 (configuration not stated) | 104 | 6 | 0 | 0 | -7 | 0 | 1 | -1.6 | 1.3 | 0.2

The listing, previewed entries included:
SMILES | STAT1 activator | G6PDH counter | APP 5'UTR act | FLuc inh counter | Efa HMGR inh | APP transl inh | FLuc act counter | DTT redox prof | NF-kB neuron act | Hsp70 act
O=C(NC(Nc1ncc(S(=O)(=O)c2ccc([N+](=O)[O-])cc2)s1)(C(F)(F)F)C(F)(F)F)c1ccc(Cl)cc1 | 91 | 8 | 12 | -7 | -2 | -12 | 1.1 | -0.2 | 0.83 | -0.4
O=C(CCN1C(=O)C2C3C=CC(C3)C2C1=O)Nc1ccc2c(c1)OCO2 (configuration not stated) | 104 | 6 | 0 | 0 | -7 | 0 | 1 | -1.6 | 1.3 | 0.2
C/C(=N\NC(=O)c1cc(-c2ccncc2)nc2ccccc12)c1ccc(N2CCOCC2)cc1 | 103 | -7 | -23 | -6 | -2 | 24 | 1.1 | -1.8 | 0.91 | -0.3
CCOc1ccc(-n2c(C)cc(/C=N/NC(=O)C(N)=O)c2C)cc1 | 103 | 10 | -6 | -4 | -6 | 6 | 1 | -0.8 | 1.1 | -0.2
CC(c1ccccc1)N1CCn2c(nc3cc(NC(=O)c4cccs4)ccc32)C1 (configuration not stated) | 107 | 4 | 14 | 10 | -10 | -14 | 0.9 | -0.2 | 0.84 | 0.1
O=c1oc2ccccc2n1CSc1nc2ccccc2s1 | 137* | -1 | 96 | 8 | -4 | -96 | 0.9 | -1.5 | 3.3* | 0.3
COc1ccc(C(C)NC(=O)c2cccc([N+](=O)[O-])c2)cc1OC (configuration not stated) | 103 | -2 | -4 | -6 | 0 | 4 | 1.1 | 0.0 | 1.4 | -0.5
CCOC(=O)Nc1ccc2c(c1)N(C(=O)OC)c1ccccc1CC2 | 97 | 10 | -12 | -6 | -1 | 12 | 1.1 | 1.0 | 0.81 | 0.1
CCN(CC)C1CCN(c2nc3nonc3nc2NCCOC)C1 (configuration not stated) | 94 | 11 | 10 | -6 | -2 | -10 | 1.1 | -1.2 | 1.1 | -0.4
CCn1ncc(/C=C/C(=O)Nc2c(C)nn(CC)c2C)c1C | 102 | 7 | 6 | -8 | 0 | -6 | 1.1 | -6.9 | 1.2 | -0.5

3 compounds out of the list above, ordered by the number in Efa HMGR inh, highest first.
canonical_smiles	STAT1 activator	APP 5'UTR act	Efa HMGR inh	APP transl inh	DTT redox prof	NF-kB neuron act	Hsp70 act
COc1ccc(C(C)NC(=O)c2cccc([N+](=O)[O-])c2)cc1OC (configuration not stated)	103	-4	0	4	0.0	1.4	-0.5
CCN(CC)C1CCN(c2nc3nonc3nc2NCCOC)C1 (configuration not stated)	94	10	-2	-10	-1.2	1.1	-0.4
O=c1oc2ccccc2n1CSc1nc2ccccc2s1	137*	96	-4	-96	-1.5	3.3*	0.3

(more compounds)
SMILES | STAT1 activator | G6PDH counter | APP 5'UTR act | FLuc inh counter | Efa HMGR inh | APP transl inh | FLuc act counter | DTT redox prof | NF-kB neuron act | Hsp70 act
O=C(NCCOc1ccccc1Cl)c1cc(F)c(F)cc1Cl | 130* | 3 | 124 | -2 | 0 | -124 | 1 | 0.6 | 3.8* | 0.0
CC(c1ccccc1)C1CC(=O)N(Cc2ccco2)C1=O (configuration not stated) | 104 | -4 | 14 | -6 | -1 | -14 | 1.1 | 1.1 | 0.96 | 0.1
COC(=O)c1cccnc1NC(=S)NNC(=O)c1ccncc1 | 102 | 6 | 3 | -3 | -2 | -3 | 1 | -0.1 | 1.1 | -0.2
O=C(CN1C(=O)/C(=C/c2ccccc2)SC1=S)Nc1cccnc1 | 101 | 22 | 11 | -1 | 0 | -11 | 1 | -0.5 | 1.1 | -0.3
COc1ccc(NC(=O)CSc2nc3c(c(=O)n2-c2ccc(F)cc2)SCC3)cc1 | 95 | -16 | 2 | -3 | -3 | -2 | 1 | -0.2 | 1 | 0.3
NS(=O)(=O)c1ccc2nc(NC(=O)c3ccncc3)sc2c1 | 102 | 3 | 34 | 64* | -3 | -34 | 0.4 | -1.3 | . | -0.4
COCCn1c(SCC(=O)N2CCCCC2)nc2ccccc2c1=O | 99 | 0 | 3 | -1 | -1 | -2 | 1 | -0.3 | 0.9 | -0.3
O=C(CNS(=O)(=O)c1c(Cl)cccc1Cl)OCc1csc(-c2ccccc2)n1 | 99 | 2 | 9 | -6 | 3 | -9 | 1.1 | 0.2 | 1.5 | 0.1
COc1cccc(C2NC(=O)NC(C)=C2C(=O)Nc2ccccc2C)c1 (configuration not stated) | 94 | 4 | 0 | -6 | 1 | 0 | 1.1 | 2.8 | 1.1 | 0.2
Cn1cc(C(=O)c2ccc(Cl)cc2Cl)cc1C(=O)N/N=C(\N)COc1ccc(Cl)cc1Cl | 95 | 4 | -7 | -6 | -2 | 7 | 1.1 | 0.1 | 0.49 | -0.4
O=C(c1ccc(NS(=O)(=O)c2ccccc2)cc1)N1CCN(Cc2ccc3c(c2)OCO3)CC1 | 99 | -2 | -4 | -10 | -2 | 4 | 1.1 | 0.3 | 0.99 | -0.1
CC(C)c1nnc(NC(=O)c2cccs2)s1 | 129* | -12 | . | 11 | 0 | . | 0.9 | -1.0 | 2.7 | 0.1
Cc1noc(C)c1S(=O)(=O)N1CCC(C(=O)NC2CCN(Cc3ccccc3)CC2)CC1 | 99 | 5 | 1 | -1 | -1 | -1 | 1 | 0.3 | 0.99 | -0.2
Cc1nnc(-c2ccc(Oc3ccc(Cl)cc3)c([N+](=O)[O-])c2)o1 | 80 | 7 | 2 | -2 | -6 | -2 | 1 | -0.7 | 1.1 | -0.2
c1ccc(SCc2nc(-c3ccncc3)no2)cc1 | 129* | -6 | 11 | 7 | -2 | -12 | 0.9 | 0.1 | 1.9 | 0.4
Fc1cccc(Cl)c1-c1nnc2ccc3ccccc3n12 | 94 | 6 | 13 | 1 | -1 | -13 | 1 | 0.2 | 1.2 | -0.1
Cc1nn(-c2ccccc2)c2[nH]c(C(F)(F)F)cc(=O)c12 | 97 | 8 | 13 | 2 | -4 | -13 | 1 | 1.3 | 1.1 | 1.2
CS(=O)(=O)N1N=C(c2ccc(Br)cc2)CC1c1cccs1 (configuration not stated) | 114 | 2 | 8 | -4 | -4 | -8 | 1 | 0.2 | 2 | -0.3
Cc1cc(=O)n(-c2ccccc2Cl)[nH]1 | 98 | 6 | -14 | -12 | 0 | 14 | 1.1 | -1.0 | 1.2 | -0.3
COc1ccc(C(C)NC(=O)C2C(=O)NC3(C)CC2c2ccccc2O3)cc1 (configuration not stated) | 105 | 4 | 12 | -4 | -4 | -12 | 1 | 0.2 | 1.3 | -0.4
COc1cc(/C=N/n2cnnc2)ccc1OCCOc1ccccc1 | 95 | 4 | 15 | -5 | -2 | -16 | 1 | -3.7 | 1.2 | -0.3
CCN(CC)c1ccc(C2NC(=O)NC(C)=C2C(=O)Nc2ccccc2)cc1 (configuration not stated) | 100 | 0 | 2 | -10 | -5 | -2 | 1.1 | 0.8 | 0.89 | -0.3
CN1CCN(c2nc3c(c(=O)[nH]c(=O)n3C)n2Cc2cccc3ccccc23)CC1 | 95 | 0 | 12 | -7 | -2 | -12 | 1.1 | 2.3 | 1.2 | -0.4
CC1CN(c2nc(-c3ccc(Br)cc3)nnc2-c2ccccc2)CC(C)N1 (configuration not stated) | 96 | 8 | 5 | -2 | -7 | -5 | 1 | -5.0 | 1.6 | -0.3
CCCCN=c1scc(-c2ccc3c(c2)NC(=O)CO3)n1N=C1CCCC1 | 88 | -9 | 8 | -6 | 0 | -8 | 1.1 | -0.1 | 0.5 | -0.1
CCOc1ccc(Cn2nnc(C(=O)Nc3cc(OC)cc(OC)c3)c2N)cc1 | 95 | 1 | -22 | -6 | -4 | 22 | 1.1 | -2.8 | 1.3 | -0.3
C=CC[n+]1c(-c2ccc(C)cc2)csc1Nc1ccc(NC(C)=O)cc1 | 69 | 0 | -50 | -7 | 6 | 50* | 1.1 | -1.2 | 0.56 | -0.3
CCOC(=O)C(C(C)=O)c1c(Br)c(O)c(O)c2c(C(=O)c3ccc(C)cc3)coc12 (configuration not stated) | 94 | 5 | 5 | -5 | 6 | -5 | 1.1 | -0.1 | 4.5* | -0.1
O=C(N/N=C/c1cccc(Oc2ccccc2)c1)c1ccccc1Br | 102 | 0 | 3 | -1 | -1 | -3 | 1 | -3.7 | 1.1 | 0.3
O=C1SC(c2ccccc2)=N/C1=C/c1ccco1 | 99 | 4 | 8 | -1 | -6 | -8 | 1 | 0.4 | 1.1 | 0.1
CCOc1ccc(C(c2c(NC(=O)c3ccccc3)sc(C)c2C)N2CCN(C)CC2)cc1 (configuration not stated) | 99 | -5 | 28 | -1 | 1 | -28 | 1 | 0.7 | 0.67 | -0.5
CCOC(=O)C1CCCN(c2nc(C)nc3c2oc2ccccc23)C1 (configuration not stated) | 95 | 3 | 3 | -3 | -4 | -3 | 1 | 0.0 | 0.83 | -0.4
CC(c1ccccc1)N1C(=O)NC(NC(=O)c2cccnc2)(C(F)(F)F)C1=O (configuration not stated) | 95 | 5 | -25 | -6 | 2 | 25 | 1.1 | 0.4 | 1 | 0.0
CCOC(=O)Nc1ccc(S(=O)(=O)Nc2cc(C)on2)cc1 | 94 | 7 | 0 | -2 | -5 | 0 | 1 | 0.9 | 1.1 | 0.1
O=C(CN1C(=O)COc2ccc(Cl)cc21)N1CCc2ccccc21 | 102 | -19 | 4 | -3 | 2 | -4 | 1 | 2.8 | 1.6 | 0.0
COc1cc(C(=O)N2CCN(c3ccccc3OC)CC2)c([N+](=O)[O-])cc1OC | 97 | 10 | 15 | -6 | 0 | -15 | 1.1 | -0.5 | 1.2 | 0.1
CC(=O)c1cccc(-n2c(CCC(=O)O)ccc2-c2cccs2)c1 | 105 | -1 | -3 | -1 | -2 | 3 | 1 | 1.7 | 1.2 | 0.2
CCOC(=O)c1ccc(NC(=O)CSc2nnc(CNC(=O)c3ccccc3F)o2)cc1 | 90 | -1 | -2 | 2 | 0 | 2 | 1 | -0.9 | 1.2 | -0.1
Cc1cc(Cl)ccc1OCCCC(=O)OCC(N)=O | 103 | -1 | 15 | 15 | -3 | -15 | 0.8 | 0.2 | 1 | -0.3
COc1ccc(CC(=O)NC(C)c2nnc(SCC(=O)c3ccc(Br)cc3)n2C)cc1 (configuration not stated) | 100 | 10 | -2 | -1 | 0 | 2 | 1 | 0.7 | 1.3 | 0.2
CCN(CC)S(=O)(=O)c1ccc(NC2c3ncccc3C(=O)N2Cc2ccccc2)cc1 (configuration not stated) | 103 | 5 | -2 | -4 | -2 | 2 | 1 | -0.1 | 0.98 | -0.1
O=C(CC1C(=O)NCCN1Cc1ccc(-c2ccccc2)cc1)NCC1CC1 (configuration not stated) | 95 | 7 | -5 | -2 | -1 | 5 | 1 | -0.5 | 1 | -0.3

Two compounds from above, limited to APP transl inh and APP 5'UTR act.
Structure | APP transl inh | APP 5'UTR act
O=C(CN1C(=O)COc2ccc(Cl)cc21)N1CCc2ccccc21 | -4 | 4
COc1cc(C(=O)N2CCN(c3ccccc3OC)CC2)c([N+](=O)[O-])cc1OC | -15 | 15
